# EWS-Fli inh – EWS/Fli transcriptional activity inhibition; 350,000 tested, 0.67% active; inhibition, % at 12.6 µM; A673 NR0B1-luciferase reporter, viability-normalised;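 active = mean inhibition of at least 50% after viability correction, with every replicate also passing that limit; inconclusive = mean reaches 50% but only one of two replicates passes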;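 note: firefly luciferase signal divided by Alamar Blue viability fluorescence both relative to DMSO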
# F508del corr – correctors of CFTR F508del function in bronchial epithelial cells. CFBE cells, YFP halide quenching; stimulated with forskolin plus potentiator P3; % fluorescence drop versus neutral controls. 350,000 tested, 0.36% active. AID 720511. activity (quench increase), % at 7.58 µM;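 active = mean added fluorescence quench of at least 8% versus neutral control, with both replicates also reaching 8%; inconclusive = only one of the mean or replicate conditions met; inactive = mean below 8% and not both replicates reaching 8%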;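 note: cells transiently co-express mutant CFTR-F508del with the halide-sensitive YFP; corrector assay measuring rescue of mutant channel to the surface after 24 h compound exposure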
# miR122 inh – miR-122 inhibition in Huh7 cells. activation (reporter increase), % at 12.5 µM. 340,000 tested, 0.3% active. Huh7 miR-122 Renilla luciferase sensor, 48 h; neutral wells = 0, positive control = 100;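 active = mean replicate activation score at least 90 and every replicate individually at or above 90; inconclusive = only one of the two criteria met; inactive = neither criterion met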;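 note: higher luciferase means less miR-122 activity so hits act as miR-122 inhibitors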
# GSIS activator – primary screen for activators of insulin secretion dependent on glucose, INS-1E cells, GLuc reporter luminescence. INS-1E GLuc reporter insulin secretion, 2-3 h. activation, % at 16.6 µM. 370,000 tested, 0.61% active;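 active = lowest replicate activation of at least 40%, so every replicate reaches that level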;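 note: 0% = median of neutral control wells and 100% = median of IBMX positive control wells; some compounds called inactive have numbers as strong as hits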
# FN deposition inh – fibronectin deposition inhibition; AH1F fibroblasts, Alexa488-fibronectin deposition fluorescence, overnight; inhibition, % at 12.6 µM; 350,000 tested, 0.086% active; AID 743247;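 active = mean inhibition across replicates of 30% or more, regardless of how many single replicates reach that level; inconclusive = mean under 30% yet at least half of replicates reach 30%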;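 note: positive control wells lacked labelled fibronectin entirely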
#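 Material: AH1F fibroblast monolayer depositing Alexa488-labelled fibronectin into matrix / Amount: 10000 AH1F cells per well / Signal: fluorescence 485/525 nm / Medium: DMEM, 2% serum / Compound: single dose, pinned / Incubation: 1 h cell adhesion before compound, then overnight fibronectin incubation / Reagent: Alexa488-FN, 24 nM final / Read-out: inhibition of fibronectin deposition signal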
# DENV2 CPE – DENV2-induced cell death inhibition; DENV2-infected cells, cytopathic effect rescue, plate reader; 350,000 tested, 1.7% active; CPE inhibition, % at 9.99 µM; in the data active = CPE inhibition above about 20%, passing the limit was not always enough; inconclusive = no clear call, values can overlap the other calls; tested in BHK-21 cells;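 note: 0% = median of neutral control wells and 100% = median of positive control wells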
# PAX8 inh HTS – inhibitors of PAX8 transcriptional activity in RMG-I cells; RMG-I TPO-luciferase reporter, SteadyGlo, 24 h; AID 652154; 360,000 tested, 1.2% active; inhibition, % at 12.6 µM;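 active = mean replicate inhibition at least 60% with every replicate also reaching 60%; inconclusive = only one of the two criteria is met; inactive = mean below 60% and not all replicates reaching 60%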;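 note: luciferase light reporting Pax8 driven TPO promoter activity; plate controls were median of neutral control wells for no effect and mitoxantrone controls for full effect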
# The depositor's hits bear a star; ? = inconclusive; / = no result given; [ ] = another dose, or the depositor's remark. The list is partial; rates above refer to the full screens.
SMILES,EWS-Fli inh,F508del corr,miR122 inh,GSIS activator,FN deposition inh,DENV2 CPE,PAX8 inh HTS
Cc1ccc(NC2=NCCCS2)c(C)c1C,/,/,/,-19,0,/,-6
CC12CNCC(C)(CNC1)C2O (stereo unspecified),5,0.2,-1,1,/,-5,/
COc1ccccc1/C=C1\C(=O)NC(=S)N(c2ccccc2)C1=O,9,-1.0,-3,1,-1,-2,16
Cc1ccc(C2=CCNCC2)cc1,8,1.5,1,/,3,7,15
CCN1/C(=C/C=C/C2=[N+](CC)c3ccccc3C2(C)C)C(C)(C)c2ccccc21,59*,-13,-23,-56,-61,-9,106*
c1cc2c(cc1C1OCC3C(c4ccc5c(c4)OCO5)OCC13)OCO2 (stereo unspecified),-29,0.1,-1,/,/,62*,/
COc1ccccc1NP1(=O)OCC(C)([N+](=O)[O-])CO1 (stereo unspecified),-3,1.5,-1,6,3,-7,-4
O=C(NC1CCCCC1)N1Cc2cc(Br)ccc2-n2nncc2C1,10,-7.2,/,-6,5,1,4
Cc1ccc(NC(=O)c2ncn(CCCNCCN3CCOCC3)n2)cc1C,-2,1.8,0,11,8,7,-15
COCC#Cc1ccc([C@@H]2[C@@H](CO)N3CCCCN(C(=O)Cc4ccccn4)C[C@@H]23)cc1,-12,1.7,5[16.7 µM],7,/,4,-4
Cc1cc(C(=O)N2CCC3(CC2)OCCO3)cs1,/,/,-4,0,-1,/,/
O=C1C(=O)c2ccccc2-c2ccccc21,82*,-6.7,5,-18,56*,4,?
O=C(C[n+]1ccn(CCCNP2(=O)C=C(c3ccccc3)OC(c3ccccc3)=C2)c1)c1ccccc1,-2,-0.8,-4,-2,-6,17,-21
CC1=NN(Cc2c[nH]c3ccccc23)C(C)(C)C1,7,2.7,/,3,9,/,8
CCOP(=O)(OCC)c1ccc(OP(=O)(c2cccc([N+](=O)[O-])c2)c2cccc([N+](=O)[O-])c2)cc1,8,-1.5,/,/,3,-5,-13
CC[C@@H](CO)NC(=O)[C@@H]1C=C2c3cccc4[nH]cc(c34)C[C@H]2N(C)C1,-16,-19,-4,-13,-3,-6,-3
Cc1ccc([N+](=O)[O-])cc1,-2,3.2,-8,-1,/,5,/
COc1ccc(-n2nnnc2C(c2ccccc2)N2CCC3(CC2)C(=O)NCN3c2ccccc2)cc1 (stereo unspecified),1,-1.0,5,3,-5,-2,21
CCC1CN1P(=O)(Oc1ccc(Cl)cc1)N1CC1CC (stereo unspecified),9,-1.2,-1,/,/,6,12
COC(=O)C1=C(c2c(C)noc2C)C[C@@H]2CC[C@H]1N2C(=O)NC(C)C,4,-1.2,5,9,0,11,13
Brc1ccccc1,5,-2.9,7,11,/,3,/
CC(=O)c1c(C)n(C2CCCCC2)c2ccc(O)cc12,4,-3.6,/,-6,5,7,-12
COc1ccc(CN2Cc3cc(N4CCCCC4)ccc3-n3nncc3C2)cc1,-16,3.7,3,-14,5,?,-10
COc1ccc(Br)cc1CNCCc1cccc(Cl)c1,-2,0.0,-10,-12,3,?,2
CCOC(=O)C1=C(N)OC2=C(C(=O)CCC2)C12C(=O)Nc1ccccc12 (stereo unspecified),/,/,4,-11,-9,/,/
COC(=O)C1=C(c2ccccc2OCc2ccccc2)C[C@@H]2CC[C@H]1N2C(=O)NCc1cccc(C(F)(F)F)c1,15,3.0,/,-20,-2,2,21
COC(=O)C1=C(c2ccc3ccccc3c2)C[C@@H]2CC[C@H]1N2C(=O)NC1Cc2ccccc2C1,-1,-0.2,-3,-19,17,4,0
CN1C(=O)/C(=C\c2ccc(N3CCCCCC3)cc2)C(=O)NC1=S,-10,1.3,/,-22,18,1,-8
Brc1ccc2c(c1)-n1nncc1CNC2,-3,-5.6,/,13,4,?,-27
CC12CC[C@H]3[C@@H](CCC4(O)C[C@H](O)CCC34/C=N/NC(=O)c3ccccc3O)C1(O)CCC2C1=CC(=O)OC1 (stereo partly specified),3,3.5,12,19,-1,9,13
COc1ccc(CC2c3cc(OC)c(OC)cc3CCN2C)cc1O (stereo unspecified),-4,1.8,-3,43*,-11,2,-13
CCCCCn1c(=O)c(C(=O)Nc2ccccc2S(N)(=O)=O)c(O)c2ccccc21,16,-2.8,/,-1,23,14,83*
CC1CCC2[C@@H](C)C(=O)OC3O[C@]4(C)CCC1C32OO4 (stereo partly specified),16,-0.3,-5,17,-9,2,12
O=C1/C(=C\c2ccc(Cl)c(Cl)c2)N2CCC1CC2,7,-3.2,-1,/,5,2,11
CCOC(=O)C1(CCc2ccccc2)CCN(Cc2cccc3cnccc23)CC1,19,-1.9,-5,-41,0,-4,3
Cc1cc(C(=O)CS(=O)c2ccc(F)cc2)cc(C)c1OC(=O)N(C)C (stereo unspecified),-29,-2.1,0,-19,12,2,-35
NNC(N)=O,-11,-3.1,1,-8,-1,-8,10
O=c1c2ccccc2[se]n1-c1ccccc1,5,-0.3,-2,/,-4,-7,-5
Cc1cc(/C=C2\C(=O)NC(=O)N(Cc3ccccc3)C2=O)c(C)n1-c1ccc(Cl)c(C(=O)O)c1,3,-1.2,/,-7,10,-6,19
COC(=O)N(c1ccccc1)P(=O)(Oc1ccccc1)Oc1ccccc1,7,0.8,31,16,/,10,11

# The final 2 compounds of the section above are carried over, then new ones follow:
SMILES,EWS-Fli inh,F508del corr,miR122 inh,GSIS activator,FN deposition inh,DENV2 CPE,PAX8 inh HTS
Cc1cc(/C=C2\C(=O)NC(=O)N(Cc3ccccc3)C2=O)c(C)n1-c1ccc(Cl)c(C(=O)O)c1,3,-1.2,/,-7,10,-6,19
COC(=O)N(c1ccccc1)P(=O)(Oc1ccccc1)Oc1ccccc1,7,0.8,31,16,/,10,11
COC(=O)C1=C(c2ccccc2)C[C@@H]2CC[C@H]1N2C(=O)NCc1cccc2ccccc12,-6,3.7,/,-7,-16,-6,17
O=C(c1cc2cc(Br)ccc2[nH]1)N1CCC2(CC1)OCCO2,-39,4.6,8,-4,4,6,-6
C[C@H]1CNCCN1c1ccc(N2CC[C@H](O)C2)c(C#N)c1,-15,-3.9,/,/,1,6,-10
COC(=O)C1=C(c2ccc(Cl)c(C(F)(F)F)c2)C[C@@H]2CC[C@H]1N2C(=O)NC1CCCCC1,-29,0.6,3,-52,-13,-1,17
O=C1NC(=O)N(Cc2ccco2)C(=O)/C1=C\c1ccc(-c2ccc(F)cc2)o1,20,-8.1,-3,-23,-19,-1,10
COC(=O)C1=C(c2ccc(-c3ccccc3)c(F)c2)C[C@@H]2CC[C@H]1N2C(=O)NC1Cc2ccccc2C1,11,1.1,6,3,-6,7,22
CCCC#Cc1ccc([C@H]2[C@H]3CN(C(=O)Cc4ccccn4)CCCCN3[C@H]2CO)cc1,9,-2.6,0[16.7 µM],14,/,21*,11
COc1cc(O)cc2c1cc([N+](=O)[O-])c1c(C(=O)O)cc3c(c12)OCO3,5,0.9,-7,/,/,-7,/
COC(=O)C1=CO[C@H](C)[C@H]2CN3CC[C@@]4(C(=O)Nc5ccccc54)[C@@H]3C[C@H]12,1,1.8,2,7,/,?,/
CCOC(=O)CNC(=O)N1Cc2cc(-c3ccccc3)ccc2-n2nncc2C1,4,3.5,-1,-7,-3,?,2
Cc1cc(OCc2cc(C(=O)O)oc2C)c2c3c(c(=O)oc2c1)CCCC3,/,/,5,-9,8,/,/
Cc1ccc(-n2c(O)c(C=Nc3ccc(Br)cn3)c(=O)[nH]c2=O)cc1,14,/,/,4,/,1,-6
O=c1[nH]c2ccccc2n1C1CCN(C(c2ccccc2)c2nnnn2Cc2ccccc2)CC1 (stereo unspecified),22,1.5,-2,-33,15,8,82*
NC(Cc1ccc(Cl)cc1)c1csc(Nc2ccccn2)n1 (stereo unspecified),-18,3.5,/,-32,2,-2,7
O=C(Nc1ccc(C(F)(F)F)cc1)c1cccn(Cc2ccc3c(c2)OC(F)(F)O3)c1=O,/,/,4,/,5,/,-1
O=c1c2ccccc2nc(/C=C/c2ccc(O)c(O)c2)n1-c1ccccc1,30,7.5,-14,-9,5,-11,26
O=C(Cn1c(=O)n(CC2CS2)c2ccccc21)N1CCCCCC1 (stereo unspecified),17,4.4,/,-2,/,-2,3
CN1CCN(/N=C/c2c(O)n(CCC3=CCCCC3)c(=S)[nH]c2=O)CC1,-7,-2.1,/,-19,-4,-4,-6
O=C(Nc1cccc2ccccc12)N1CCC2(CC1)OCCO2,-3,3.6,/,-8,0,/,-14
Cn1c(O)c(C(=N)COc2ccccc2)c(=O)n(C)c1=O,/,/,3,3,-9,/,/
Cc1ccc(N2C(=O)NC(=O)/C(=C\c3cc(C)n(-c4ccc(C(=O)O)cc4)c3C)C2=O)cc1,12,-0.4,/,-8,/,-10,-2
C[C@]12CCC3C(CC[C@H]4C[C@H](O)CC[C@]34C)C1[C@@H](O)[C@@H](O)[C@@H]2O (stereo partly specified),5,-0.3,2,6,3,18,12
C[C@]12CC[C@H](O)CC1=CCC1C2CC[C@@]2(C)C1C[C@@H]1CC(=O)O[C@@H]12 (stereo partly specified),-8,-0.3,2,/,16,-9,4
O=C(c1ccccc1)c1cn(CC(=O)N2CCCC2)c2ccccc12,-4,-3.8,-3,-5,-1,0,13
Cc1ccccc1N1C(=O)NC(=O)/C(=C\c2cnn(-c3ccccc3)c2)C1=O,8,/,/,-19,-1,-5,8
O=C1CNC(c2ccccc2Cl)c2cc(Br)ccc2N1 (stereo unspecified),10,-1.1,-8,1,5,3,-10
Cc1c(C)c2ccc(OCC(=O)N3C[C@H]4C[C@@H](C3)c3cccc(=O)n3C4)cc2oc1=O,5,1.3,-1,1,/,-2,/
COc1cc2c(cc1OC)C1[C@H]3C(=CC[C@H]1OC2O)CCN3C (stereo partly specified),-3,-1.6,/,5,-11,10,-25
CC1=Nc2ccccc2/C1=C/c1c(O)[nH]c(=O)[nH]c1=O,11,2.5,3,-6,1,1,21
CCOP(=S)(OCC)SCC(=O)NC(C)(CC)C(=O)O (stereo unspecified),/,/,-4,/,3,/,-25
Cc1ccc(-c2cc(-c3ccc(C)cc3)[n+](-c3ccc(C(=O)[O-])cc3)c(-c3ccc(C)cc3)c2)cc1,-5,-0.2,2,-42,1,0,-3
CCCCCOc1ccc(C)cc1CN(CCCl)CCCl,9,0.8,/,-42,-19,-2,1
O=C(Nc1ccc(Cl)cc1)OC1CN2CCC1CC2 (stereo unspecified),-46,-4.2,/,/,-7,19,-76
COc1ccccc1N=Nc1c(O)[nH]c(=S)[nH]c1=O,-22,3.3,/,6,7,?,-33
Cc1ccc(C(=O)N/C(=C\Cl)P(=O)(c2ccccc2)c2ccccc2)cc1,12,-7.2,/,-3,-9,-3,19
CCOC(=O)C1(c2ccccc2)Oc2ccccc2C(c2ccc(OC)cc2)=C1C(=O)OC (stereo unspecified),-4,1.6,-6,-16,/,5,17
CCCCCCC(C)(C)c1ccc([C@@H]2C[C@H](O)CC[C@H]2CCCO)c(O)c1,-12,4.2,-1,/,-10,-3,-11
Cc1ccc(-c2cc(C(F)F)n3ncc(C(=O)N4CCC5(CC4)OCCO5)c3n2)cc1,2,-2.1,-7,-3,/,8,/
COC(=O)C1=C(c2ccc(C(C)=O)cc2)C[C@@H]2CC[C@H]1N2C(=O)NCc1ccc2c(c1)OCO2,1,-0.8,-4,-2,-10,2,21
O=C(/C=C/c1ccccc1)NC(=S)N1C[C@H]2C[C@H](C1)c1cccc(=O)n1C2,-7,1.5,1,8,/,-11,/

# Look-ups from above.
# CCCCCOc1ccc(C)cc1CN(CCCl)CCCl @ DENV2 CPE = -2
# COC(=O)C1=C(c2ccc(C(C)=O)cc2)C[C@@H]2CC[C@H]1N2C(=O)NCc1ccc2c(c1)OCO2 @ PAX8 inh HTS = 21
